Assay outcomes: PubChem, The Scripps Research Institute Molecular Screening Center
ASAP1 GAP inh: inhibitors of human ASAP1 ArfGAP activity; Q9ULH1; ASAP1-stimulated ARF1 GTP hydrolysis, GDP FP detection; inhibition, % at 16.5 µM; 0.19% of 360,000 active; AID 624377; in the data active = inhibition above about 25%;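 note: 0% = vehicle with enzyme and substrate and 100% = no enzyme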
PLCg1 inh: PLC-gamma1 (human) inhibition, primary screen | 0.84% of 370,000 active | P19174 | purified PLC-gamma1, fluorogenic substrate, fluorescence | AID 720700 | inhibition, % at 12.2 µM; in the data active = inhibition above about 9.5%
MBD2 DNA inh: blocks human MBD2 binding to methylated DNA; Q9UBB5; TR-FRET, MBD2 binding to methylated oligonucleotide; inhibition, % at 4.4 µM; 0.31% of 370,000 active; in the data active = inhibition above about 13%
Tn6 DDE FP: inhibitors of Tn6 peptide binding to human fibrin DD(E); P02675; Fibrin DD(E) TRITC-Tn6 fluorescence polarization displacement; inhibition, % at 8.3 µM; 0.21% of 370,000 active;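 active = inhibition above a per-campaign cutoff: mean of compounds within control limits plus 3 SD, cut at about 15% in these data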;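 note: 0% = median of all compound wells on the plate and 100% = blocking peptide control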
ADAM17 inh: ADAM17 inhibition, QFRET primary screen; recombinant ADAM17, EDANS/DABCYL FRET peptide cleavage; inhibition, % at 6.95 µM; 0.83% of 370,000 active; AID 720648;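 active = inhibition above the mean of compounds lying between control limits plus 3 SD, set per campaign, cut at about 8.5% in these data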;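 note: 0% = DMSO-only wells as the low control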
Target sequence (P78536 215-824 limits assumed): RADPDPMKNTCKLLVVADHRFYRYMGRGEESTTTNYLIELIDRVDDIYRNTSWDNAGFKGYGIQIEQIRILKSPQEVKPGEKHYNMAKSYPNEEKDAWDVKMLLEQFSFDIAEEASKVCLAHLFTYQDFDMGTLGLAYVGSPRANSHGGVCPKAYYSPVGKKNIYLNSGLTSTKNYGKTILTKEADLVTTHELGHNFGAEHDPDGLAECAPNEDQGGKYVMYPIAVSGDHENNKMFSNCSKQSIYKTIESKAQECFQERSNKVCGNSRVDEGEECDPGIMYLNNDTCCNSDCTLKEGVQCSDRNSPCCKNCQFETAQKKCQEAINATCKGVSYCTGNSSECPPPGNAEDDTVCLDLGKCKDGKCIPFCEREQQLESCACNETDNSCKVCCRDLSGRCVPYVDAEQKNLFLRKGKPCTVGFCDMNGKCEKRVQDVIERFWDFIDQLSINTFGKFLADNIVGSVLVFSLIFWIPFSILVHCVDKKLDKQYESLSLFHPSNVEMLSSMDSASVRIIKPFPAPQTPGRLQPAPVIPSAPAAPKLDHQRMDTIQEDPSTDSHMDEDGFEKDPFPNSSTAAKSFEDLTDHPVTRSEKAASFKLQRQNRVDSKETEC
Tn7 DDE FP: DD(E)-Tn7 binding inhibition, primary FP screen. P02675. FP displacement of FITC-Tn7 peptide from fibrin DD(E); 0% = median of compound wells per plate. inhibition, % at 8.3 µM. 0.13% of 370,000 active. AID 720508;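 active = inhibition above the mean of compounds falling within the control limits plus 3 SD of them, cut at about 14% in these data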;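 note: 0% = plate median of compound wells and 100% = 10 µM Aha-Tn7 peptide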
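Test system: human clot-derived fibrin DD(E) complex / Quantity: 2 µM final DD(E) protein / Incubation: 10 min plus 3 h, room temperature / Measured by: fluorescence polarization / Benchmarks: high control of 10 µM Aha-Tn7 peptide / Replicates: singlicate testing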
UHRF1 binding: human UHRF1 methylated DNA binding inhibitors. UHRF1 binding to methylated oligo, TR-FRET. inhibition, % at 4.4 µM. 0.75% of 370,000 active. AID 687016. Q96T88; in the data active = inhibition above about 21%;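 note: UHRF1 SRA domain binding a hemimethylated CpG hairpin DNA probe; 0% = median of test compound wells and 100% = reference inhibitor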
ARFGAP1 inhibitor: inhibitors of rat ARFGAP1 | Q62848 | Arfgap1-stimulated ARF1 GTP hydrolysis, GDP FP detection | AID 651572 | inhibition, % at 16.5 µM | 0.26% of 360,000 active;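 active = inhibition above a per-plate limit, mean inhibition of low control wells plus 3 SD, cut at about 25% in these data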;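 note: 0% = DMSO wells with enzyme and 100% = wells lacking Arfgap1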
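system = rat Arfgap1 catalytic domain, aa 1-136 | technique = FP, GDP Alexa 633 tracer displaced from anti-GDP antibody, 620/688 nm | compound = one concentration, 16.5 µM, DMSO 1.26% | medium = HEPES-based buffer, pH 7.5 | timing = compound-enzyme preincubation 20 min, reaction 120 min, detection 60 min, 25 °C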
KLK7 zymogen act: activators of human kallikrein-7 zymogen; P49862; purified proKLK7, EDANS-DABCYL substrate fluorescence; 100% is mature enzyme control, 0% vehicle; activation, % at 7 µM; 0.9% of 370,000 active; AID 652039;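 active = activation above the mean of all tested compounds plus 3 SD, computed per campaign excluding outliers beyond control limits, cut at about 13% in these data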
Target sequence (P49862 whole entry, looked up): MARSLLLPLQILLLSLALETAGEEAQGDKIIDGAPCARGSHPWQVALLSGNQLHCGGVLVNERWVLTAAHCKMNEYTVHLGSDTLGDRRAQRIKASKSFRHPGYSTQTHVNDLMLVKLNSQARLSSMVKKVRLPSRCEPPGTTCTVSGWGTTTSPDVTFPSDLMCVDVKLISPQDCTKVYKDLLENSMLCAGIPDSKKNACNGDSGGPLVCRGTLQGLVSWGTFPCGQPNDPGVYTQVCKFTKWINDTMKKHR
PLC-beta3 inh: inhibitors of human phospholipase C beta3. Q01970. Purified PLC-beta3, fluorogenic substrate, fluorescence. inhibition, % at 12.2 µM. 0.18% of 370,000 active; in the data active = inhibition above about 11%;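 note: 0% = median of compound wells on plate and 100% = full blocker control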
* hit, by the source's call; i = inactive; . = not tested or not shown.

SMILES	ASAP1 GAP inh	PLCg1 inh	MBD2 DNA inh	Tn6 DDE FP	ADAM17 inh	Tn7 DDE FP	UHRF1 binding	ARFGAP1 inhibitor	KLK7 zymogen act	PLC-beta3 inh
CCN1C(=O)c2cccc3c(S(=O)(=O)N4CCNCC4)ccc1c23	-12	i	-7	8	-206	2	-8	-12	171*	i
Cc1cc(Br)ccc1NC(=O)CN1C(=O)C2CC=CCC2C1=O (stereo not given)	-13	5	4	-1	-2	5	-1	2	-0.1	-4
Cc1ccc(C)c(Cn2c(=O)n(C)c(=O)c3sccc32)c1	2	3	0	-5	2	-3	2	-15	0.3	-1
COc1ccc2c3c(cccc13)C(=O)N(O)C2=O	-8	-78	-10	1	-47	1	-16	0	0.7	-100
CCc1cccc(NC(=O)C2CCN(c3ncnc4sc(C)c(C)c34)CC2)c1	1	-2	6	2	9	4	-3	9	0.4	-13
CCOC(=O)CC(NC(=O)Cc1ccccc1)c1ccccc1Cl (stereo not given)	9	4	7	-5	-9	3	7	-5	-0.3	3
O=C(NC(=S)NCC1CCCO1)c1ccc(Cl)cc1Cl (stereo not given)	1	0	4	-3	-3	0	-3	-6	0.0	2
Cc1ccc(C)c(OCC(=O)Nc2ccc(S(=O)(=O)Nc3ncccn3)cc2)c1	2	-2	4	-3	-6	4	0	-6	-0.3	-8
Cn1cc(SCC(N)=O)c2ccccc21	-2	0	11	3	-1	9	3	-9	-0.3	1
Oc1ccc(CNc2ccccc2Br)c2cccnc12	.	-4	1	7	-2	0	-4	.	.	-4
CCOC(=O)Nc1nnc(-c2ccc(OC)c(OC)c2)s1	3	-6	3	2	-34	-1	2	-4	0.3	-12
Cc1ccccc1-c1csc(C(C)(O)c2ccc(F)c(F)c2)n1 (stereo not given)	5	3	6	8	2	10	2	9	0.0	0
CC(C)C(OC(=O)C1CCCO1)C(=O)NC1CCCC1 (stereo not given)	-4	-2	5	1	-2	0	2	2	-0.1	0
O=C(C1CCN(C2CCN(Cc3ccc4cc(F)ccc4n3)CC2)CC1)N1CCCC1	9	-5	4	3	3	0	0	-1	-0.5	1
Cc1cc(C(=O)NC2CCCc3ccccc32)ccc1[N+](=O)[O-] (stereo not given)	6	1	3	3	4	-3	1	3	0.3	-6
COc1ccccc1CCNS(=O)(=O)c1cc2c3c(c1)C(C)C(=O)N3CCC2 (stereo not given)	0	-8	1	14	1	7	-3	3	-0.1	-8
CCNS(=O)(=O)c1ccc(NC(=O)Cn2nc(C(F)(F)F)cc2C)cc1	-3	6	1	-2	4	2	2	-11	0.4	7
Cc1ccc(Nc2nnc(C)c(=O)[nH]2)cc1	-11	-1	3	-7	-3	1	-2	-1	0.4	1
COCCCNC(=O)CCC(=O)NNc1nc2ccccc2c2nc(C)nn12	-12	0	-2	-9	-2	0	6	21	-0.6	-4
Oc1ccc(/C=N/Nc2nc(-c3cccnc3)nc3ccccc23)c(O)c1	15	-5	-3	1	0	0	-3	1	-0.3	-19
Nc1[nH]c(C(=O)c2ccccc2)c(-c2ccc(Cl)cc2)c1C(=O)c1c[nH]c2ccccc12	2	-10	-2	0	-4	6	-1	2	0.0	-13
Cc1occc1C(=O)Nc1nnc(-c2ccncc2)s1	-6	-20	1	-7	-37	-6	-1	7	-3.2	-29
CC1(C)O[C@@H]2[C@H](O1)[C@@H](CO)O[C@H]2n1cnc2c(N)ncnc21	0	0	1	-9	-3	-1	-3	8	0.5	-1
CN(C)Cc1c(C(=O)N/N=C/c2ccncc2)nnn1-c1nonc1N	10	3	0	-2	0	0	2	10	-0.2	-5
CCOC(=O)c1c(NC(=O)Cn2nnc(-c3ccc(Cl)cc3)n2)sc(C)c1C	-1	1	3	0	-4	0	3	4	-0.8	1

Limited to ARFGAP1 inhibitor, UHRF1 binding and PLC-beta3 inh (2 entries from above):
| SMILES | ARFGAP1 inhibitor | UHRF1 binding | PLC-beta3 inh |
| --- | --- | --- | --- |
| COc1ccc2c3c(cccc13)C(=O)N(O)C2=O | 0 | -16 | -100 |
| CCc1cccc(NC(=O)C2CCN(c3ncnc4sc(C)c(C)c34)CC2)c1 | 9 | -3 | -13 |

Continued.
SMILES	ASAP1 GAP inh	PLCg1 inh	MBD2 DNA inh	Tn6 DDE FP	ADAM17 inh	Tn7 DDE FP	UHRF1 binding	ARFGAP1 inhibitor	KLK7 zymogen act	PLC-beta3 inh
CCN(CC(=O)Nc1c(F)cccc1F)C(=O)CCSc1ccc(C)cc1	9	3	-2	-7	-3	6	2	6	0.1	-2
CS(=O)(=O)c1ccc2nc(NC(=O)c3ccc(NS(=O)(=O)c4cccc([N+](=O)[O-])c4)cc3)sc2c1	12	2	2	-10	0	-8	1	2	-0.3	-5
COC(=O)C(NS(=O)(=O)c1cccc(S(=O)(=O)NC(C(=O)OC)c2ccccc2)c1)c1ccccc1 (stereo not given)	11	2	-4	-1	3	0	-2	7	0.7	9
CSC1=N/C(=C\c2ccc(C)s2)C(=O)S1	-3	0	4	9	3	-10	3	7	0.4	0
Cn1cc(CN2CCC(n3nccc3NC(=O)CCc3ccccc3)CC2)cn1	-9	1	-4	1	1	2	-1	-4	0.2	-8
CCOC(=O)c1sc(NC(=O)CSc2nnnn2-c2ccc(C)c(C)c2)nc1C	12	2	6	1	-3	-2	0	3	-0.1	-2
COc1ccc(C(=O)C2CCCN(C(=O)CCc3ccccn3)C2)c(C)c1 (stereo not given)	10	-2	3	3	-3	8	0	-1	0.4	-1
CCn1c(SCc2nc(CC(=O)Nc3ccccc3OC)no2)nnc1-c1cccs1	-2	-1	-4	-10	0	-9	0	-1	-0.3	-2
Nc1nnc(SCC(=O)N2CCCCC2)s1	6	5	-2	1	1	-6	-1	-5	-0.4	-1
C#Cc1cccc(N2C(=O)C3C4C=CC(C3C2=O)C2C(=O)N(c3cccc(C#C)c3)C(=O)C42)c1 (stereo not given)	8	6	3	2	-2	1	-1	14	-0.2	-8
CCOC(=O)C(=CNc1ccc(C#N)cc1)C(=O)OCC	2	4	2	-2	-1	3	1	3	0.1	2
Cc1ccc(-c2noc(Cn3nc(C(=O)O)c4ccccc4c3=O)n2)cc1	-1	-2	3	4	-5	2	2	8	-0.4	-6
CCOC(=O)C1(COCc2ccccc2)CCCCC1=O (stereo not given)	-7	-2	-5	2	0	3	-1	11	0.1	-5
Cc1ccccc1N(C)C(=O)C1CCCN(c2ncnc3c2nc2n3CCCCC2)C1 (stereo not given)	-18	1	-4	4	-1	-1	0	2	0.5	5
O=C(COC(=O)C1CC2C=CC1C2)NCCc1ccccc1 (stereo not given)	2	1	2	0	-6	4	2	-1	-0.2	-5
CCCSC1=C(C#N)C(c2ccc(O)c(OC)c2)CC(=O)N1 (stereo not given)	11	2	2	-4	1	11	1	3	-0.5	0
COCCNC(=O)C1CCCN(C(=O)c2ccnc(Cl)c2)CC1 (stereo not given)	8	-1	6	-1	-1	-2	-2	-2	-0.1	3
CC1Cc2ccccc2N1C(=O)c1ccc2c(c1)OCO2 (stereo not given)	5	1	6	0	2	-1	0	-14	-0.1	-7
CCc1ccccc1N(CC(=O)NCc1ccccc1)C(=O)CCC(=O)Nc1ccccn1	-6	1	0	5	0	11	0	-12	0.0	-2
O=C(Nc1ccc2nn(-c3ccccc3)nc2c1)c1ccc(Br)o1	10	-20	1	17*	-7	3	-2	17	-0.6	-56
Cc1nc(C)c(C(=O)Nc2ccccc2)s1	-16	2	0	-12	0	-2	-1	-9	0.8	2
CCn1[nH]c(=O)c(=Nc2c(C)n(C)n(-c3ccccc3)c2=O)cc1-c1ccc(Cl)cc1	-8	8	-5	13	4	2	0	-3	0.1	6
CC(=O)c1cccc(N(CC(=O)Nc2cccnc2)S(C)(=O)=O)c1	-3	2	3	12	-2	5	-1	-14	0.1	0
Cc1cn(CCOc2ccc(Cl)cc2)c(=O)[nH]c1=O	12	4	-2	2	0	-1	-1	-8	0.1	-1
COc1ccc(CN2CC(C(=O)NCc3ccc4c(c3)OCO4)CC2=O)cc1 (stereo not given)	8	1	5	-5	-5	-1	-1	2	0.3	0
C/C(=N\NC(=S)NCc1ccccc1)c1ccc2c(c1)OCCO2	6	1	-7	1	3	0	1	6	-0.6	0
C=CCn1c(=O)c(CCC(=O)Nc2ccc(N3CCOCC3)cc2)nc2cc(C(F)(F)F)ccc21	-20	-1	5	2	-3	8	-1	11	-0.1	-8
O=C(Oc1ccccc1)Oc1ccc2c(c1)oc(=O)c1ccccc12	2	-408	-4	-3	0	-2	0	7	-0.5	-460

Among those listed so far, these have an aryl methoxy group:
SMILES	ASAP1 GAP inh	PLCg1 inh	MBD2 DNA inh	Tn6 DDE FP	ADAM17 inh	Tn7 DDE FP	UHRF1 binding	ARFGAP1 inhibitor	KLK7 zymogen act	PLC-beta3 inh
COc1ccc2c3c(cccc13)C(=O)N(O)C2=O	-8	-78	-10	1	-47	1	-16	0	0.7	-100
CCOC(=O)Nc1nnc(-c2ccc(OC)c(OC)c2)s1	3	-6	3	2	-34	-1	2	-4	0.3	-12
COc1ccccc1CCNS(=O)(=O)c1cc2c3c(c1)C(C)C(=O)N3CCC2 (stereo not given)	0	-8	1	14	1	7	-3	3	-0.1	-8
COc1ccc(C(=O)C2CCCN(C(=O)CCc3ccccn3)C2)c(C)c1 (stereo not given)	10	-2	3	3	-3	8	0	-1	0.4	-1
CCn1c(SCc2nc(CC(=O)Nc3ccccc3OC)no2)nnc1-c1cccs1	-2	-1	-4	-10	0	-9	0	-1	-0.3	-2
CCCSC1=C(C#N)C(c2ccc(O)c(OC)c2)CC(=O)N1 (stereo not given)	11	2	2	-4	1	11	1	3	-0.5	0
COc1ccc(CN2CC(C(=O)NCc3ccc4c(c3)OCO4)CC2=O)cc1 (stereo not given)	8	1	5	-5	-5	-1	-1	2	0.3	0
